# Bioassay records deposited in PubChem by National Center for Advancing Translational Sciences (NCATS).
# FLuc inh = Photinus pyralis luciferase inhibition; Potency, µM (series often up to 115 µM), for the others: top-dose activity change, negative = inhibition, most hits filed as inhibitors; purified P. pyralis luciferase, luminescence, biochemical; 2.5% of 76,000 active; P08659; further: potency means the concentration at half of the fitted maximal effect; nearly all actives have a fitted effect of over 65% in size
#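 Luminescence read by CCD imager after adding enzyme (10nM final) to wells holding compound, titrated in qHTS. Substrates 10uM each D-luciferin and ATP; buffer 50mM Tris acetate pH 7.5, 10mM Mg acetate, Tween-20, BSA.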
# SNCA expr inh = reduces expression of the alpha-synuclein gene. HEK-293 SNCA-luciferase knock-in, luminescence, 24 h. Potency, µM (top dose mostly 57.2 µM), inactives show top-dose activity change, negative = inhibition, most hits filed as inhibitors. 0.17% of 140,000 active;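 further: potency means the concentration at half of the fitted maximal effect; plate controls were DMSO cells for no effect and cell-free wells for full effect; nearly all actives have a fitted effect of over 45% in size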
# IP6K1 inh = inhibitors of human IP6K1. 0.81% of 140,000 active. Q92551. IP6K1 kinase, ADP-Glo luminescence, 2 h; stronger effect = lower value. activity change, % (series mostly up to about 58 µM). AID 1645851; in the data active means activity change below about -25%
# Target sequence (Q92551 whole entry, looked up): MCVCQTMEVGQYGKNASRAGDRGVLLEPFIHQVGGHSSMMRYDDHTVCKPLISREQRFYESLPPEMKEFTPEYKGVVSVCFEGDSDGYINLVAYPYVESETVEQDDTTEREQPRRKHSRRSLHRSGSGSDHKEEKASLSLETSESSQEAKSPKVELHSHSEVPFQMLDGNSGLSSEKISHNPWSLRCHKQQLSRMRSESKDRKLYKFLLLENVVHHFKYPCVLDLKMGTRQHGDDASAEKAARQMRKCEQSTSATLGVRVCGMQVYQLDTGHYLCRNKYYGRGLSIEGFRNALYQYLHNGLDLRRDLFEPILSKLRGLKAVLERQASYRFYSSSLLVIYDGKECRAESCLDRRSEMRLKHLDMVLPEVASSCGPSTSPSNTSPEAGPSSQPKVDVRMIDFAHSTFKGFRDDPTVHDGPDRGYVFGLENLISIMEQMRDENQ
#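 ADP-Glo luminescence measures ADP made by human IP6K1 during a 2 h RT reaction with ATP/IP6 (mix at 1.3 mM/130 uM); top library doses 57.5 and 19.1 uM final.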
# NIH3T3 tox = kills NIH 3T3 cells | NIH 3T3 viability, CellTiter-Glo ATP luminescence, 48-72 h | 4.3% of 94,000 active | AID 1345082 | Potency, µM (titrated, usually from 96.7 µM), for the others: at the top dose activity change, negative = cytotoxicity, hits mostly inhibitors; further: potency means the concentration at half of the fitted maximal effect; nearly all actives have a fitted effect of over 55% in size
#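 Mouse fibroblast NIH 3T3 cells, 400 per well, received compound via pintool and were incubated for 48 or 72 hr prior to CellTiter-Glo ATP luminescence measurement.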
# HEK293 tox = kills HEK 293 cells | HEK 293 viability, ATP luminescence (CellTiter-Glo), 48-72 h | 6.6% of 94,000 active | Potency, µM (doses to about 115 µM), inactives show at the top dose activity change, negative = cytotoxicity, actives largely listed as inhibitors | AID 1345083; further: potency means the concentration at half of the fitted maximal effect; nearly all actives have a fitted effect of over 60% in size
#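 250 HEK 293 cells/well; compound by pintool; incubated 48 or 72 hr at 37 degree Celsius; CellTiter-Glo added, 10 min RT, luminescence imaged.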
# HEK293 viab = cell viability loss counter-screen; HEK-293-SNCA-luc viability, GF-AFC fluorescence, 24 h; 0.12% of 150,000 active; Potency, µM (titrated, usually from 57.1 µM), for inactives: at the top dose activity change, negative = cytotoxicity, actives largely listed as cytotoxic;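 further: potency means the concentration at half of the fitted maximal effect; 0% = DMSO-treated cells and -100% = medium-only wells without cells; nearly all actives have a fitted effect of over 30% in size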
#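 Cytotoxicity counterscreen: after 24 h compound treatment of genome-edited SNCA-luciferase HEK-293 cells, live-cell protease substrate GF-AFC read by fluorescence after 30 min; activity scaled between DMSO (0%) and medium-only (-100%), curves Hill-fitted.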
# GPT2 inh = blocks human glutamate pyruvate transaminase 2. Q8TD30. 0.25% of 100,000 active. Potency, µM (series often up to 57.7 µM), for the others: at the highest dose activity change, negative = inhibition, actives largely listed as inhibitors. Recombinant GPT2, coupled pyruvate oxidase/HRP Amplex Red fluorescence; further: potency means the concentration at half of the fitted maximal effect; nearly all actives have a fitted effect of over 60% in size; many of its hits are not listed in these tables
# Target sequence (Q8TD30 whole entry, looked up): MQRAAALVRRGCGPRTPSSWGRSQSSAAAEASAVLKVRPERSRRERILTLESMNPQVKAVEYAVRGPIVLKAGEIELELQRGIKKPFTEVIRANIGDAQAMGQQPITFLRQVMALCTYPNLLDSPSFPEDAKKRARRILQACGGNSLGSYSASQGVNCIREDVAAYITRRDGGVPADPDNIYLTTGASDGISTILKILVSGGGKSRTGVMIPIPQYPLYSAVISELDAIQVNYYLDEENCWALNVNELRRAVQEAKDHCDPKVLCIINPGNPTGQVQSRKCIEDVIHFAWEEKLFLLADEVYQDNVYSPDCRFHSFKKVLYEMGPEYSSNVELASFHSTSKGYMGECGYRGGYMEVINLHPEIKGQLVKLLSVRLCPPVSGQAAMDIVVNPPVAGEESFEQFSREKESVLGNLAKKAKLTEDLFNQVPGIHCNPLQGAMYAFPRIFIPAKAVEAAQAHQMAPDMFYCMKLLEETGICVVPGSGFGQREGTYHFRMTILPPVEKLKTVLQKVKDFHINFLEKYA
#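 Fluorescence of coupled pyruvate oxidase/HRP/Amplex Red system (50uM Amplex, 30 min, dark) reports pyruvate formed by GPT2. Enzyme reaction: 10ng/uL GPT2, 2mM L-alanine, 250uM a-KG, 30 min room temperature, pH 7.5; 50uM AOA control.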
# The depositor's hits bear a star; i = inactive; ? = inconclusive; · = no result given; [ ] = remark or other dose. Unless noted, the call rests on the fitted dose curve; in most records, active means well fitted curve in the direction sought with a large enough effect; inconclusive means small, poorly fitted or top-dose-only effect, or another doubt; inactive means no such curve, though single readings can be large; an effect the other way counts as inactive or inconclusive. Unless noted, on the % scale 0 is the no-effect control and ±100 the full control effect. Not all compounds are listed; rates above refer to the full screens.
No.	Structure	FLuc inh	SNCA expr inh	IP6K1 inh	NIH3T3 tox
1	OC[C@@H]1CNC[C@H]1c1nc(-c2cccnc2)no1	-4%	8%	8	-12%
2	O=C1c2cnc(-c3cc4ccccc4o3)nc2OCCN1c1ccccc1	0.01µM*	?	-17	-93%[138 µM]
3	CC(C)=CCn1c(-c2ccc(F)cc2)cn2cc(C(=O)N(C)CC(C)O)nc2c1=O (stereo not given)	14%	0%	1	-2%
4	COc1cccc(CNC(=O)Cn2c(=O)cc(C)c3c(C)nn(C)c32)c1OC	·	?	22	·
5	Cc1cc(=O)n(CC(=O)Nc2ccc(C)c(C)c2)c(N2CCc3ccccc3C2)n1	6%	36%[activator]	5	-2%
6	Cc1cccc(CS(=O)(=O)Cc2ccc(C(=O)NCc3ccccc3)o2)c1	·	-14%	15	·
7	O=C(NCc1cccnc1)[C@@H]1C[C@@H](O)CN1C1CCN(C(=O)c2cc3ccccc3[nH]2)CC1	?	121%[activator]	6	-4%
8	CCN(CC)Cc1cnc2c(C(=O)NC3CCNCC3)cnn2c1	-6%	-6%	2	-8%
9	CCCCn1cc(S(=O)(=O)c2ccc(OCC)cc2)c(=O)c2cc(OC)c(OC)cc21	·	-15%	1	·
10	COCCn1ncc(N2CCC(C(=O)NCCCN3CCC(N4CCCCC4)CC3)C2)cc1=O (stereo not given)	·	-13%	0	i

No.	HEK293 tox	HEK293 viab	GPT2 inh
1	5%	1%	i
2	-87%[172 µM]	-6%[87.6 µM]	-4%[88.5 µM]
3	?	3%	-2%
4	·	-6%	·
5	?	-8%	i
6	·	-3%	·
7	1%	3%	-15%
8	-22%	10%	-6%
9	·	-5%	·
10	-10%	-8%	i

# (continued)
No.	Structure	FLuc inh	SNCA expr inh	IP6K1 inh	NIH3T3 tox
11	CCOc1ccccc1N1CCN(C(=O)c2ccc3c(c2)N(C)C2CCCCN2C3=O)CC1 (stereo not given)	-13%	?	-13	?
12	CC1CCC(NC(=O)C2CCN(C(=O)c3ncn4c3COC(c3ccccc3)C4)CC2)CC1 (stereo not given)	2.8µM*	60%[activator]	-8	i
13	Cc1ccc(-c2ccccc2CN2CCN([S+](=O)([O-])CCC(F)(F)F)CC2)cc1Cl	·	-16%	-10	-35%
14	CCOc1ccc(C(=O)N2CC(C(=O)NCCc3ccncc3)C3(CCOCC3)C2)cc1 (stereo not given)	-1%	16%	9	1%
15	Cc1ccccc1-c1nc(CNC(=O)Nc2ccccc2)c(C)o1	·	-5%	-7	·
16	Cc1c(F)cccc1NC(=O)N1CCC(Oc2ncccc2C(=O)N2CCCCC2)C1 (stereo not given)	-7%	62%[activator]	11	i
17	CCc1ccc(Nc2ncnc3sc4c(c23)CCCC4)cc1	·	4%	-8	·
18	O=C1NC(=O)C(c2ccc(-c3ccc4nc[nH]c(=O)c4c3)cc2)N1 (stereo not given)	-6%	-5%	0	-6%
19	CCOc1ccccc1NC(=O)CN1c2ccccc2S(=O)(=O)c2ccccc21	·	10%	-7	·
20	CCCN(CCC)C(=O)C1COC2(CCN(C(=O)C(C)C)CC2)N1C(=O)c1ccccc1 (stereo not given)	-13%	2%	-11	-24%

No.	HEK293 tox	HEK293 viab	GPT2 inh
11	?	29%[12.5 µM]	4%
12	4%	3%	i
13	?	2%[12.5 µM]	4%
14	i	0%	-6%
15	·	0%	·
16	2%	-9%	i
17	·	-8%	·
18	-1%	2%	i
19	·	-14%	·
20	-13%	4%	-8%

# New compounds follow:
No.	Structure	FLuc inh	SNCA expr inh	IP6K1 inh	NIH3T3 tox
21	O=c1c2c3c(nn2ccn1Cc1ccc(F)cc1F)CCCC3	-9%	36%[activator]	-5	?
22	CCC(C)NC(=O)C1CCN(C(=O)c2nnn3c2COC(c2ccc(OC)cc2)C3)CC1 (stereo not given)	-7%	1%	0	i
23	COc1ccc(CNC(=O)CCCc2nnc3n(CCC(C)C)c(=O)c4sccc4n23)cc1	·	11%	55	·
24	CCc1ccc(C(=O)NCCn2ccn3nc(-c4ccc(F)cc4)cc3c2=O)cc1	-15%	24%	-11	-18%
25	CCNC(=O)c1c(NC(=O)c2cc(=O)c3ccc(C)c(C)c3o2)sc2c1CCCC2	·	-11%	6	·
26	Cc1cnc(CC2CCCN(C(=O)C3CCC3)C2)n1Cc1ccccc1 (stereo not given)	4%	-16%	-9	5%
27	CC(C)CCNC(=O)CC1Sc2ncccc2N(CC(C)C)C1=O (stereo not given)	11%	12%	17	-2%
28	Cc1cccc(NC(=O)c2ccc3c(O)c(S(=O)(=O)c4ccccc4)c(=O)[nH]c3c2)c1C	·	14%	-5	·
29	O=C(Cc1c[nH]c2ncc(-c3cccnc3)cc12)Nc1ccc(F)cc1	5%[172 µM]	-18%[87.6 µM]	-17	28µM*
30	COc1cccc(-c2cnc([C@@H]3COCCN3Cc3ccc(S(C)(=O)=O)cc3)[nH]2)c1	-3%[172 µM]	17%[87.6 µM]	9	-25%[174 µM]

No.	HEK293 tox	HEK293 viab	GPT2 inh
21	?	-14%	2%
22	13%	14%	i
23	·	-21%	·
24	-22%	-4%	i
25	·	2%	·
26	-4%	4%	i
27	-15%	14%	5%
28	·	1%	·
29	?	-8%[87.6 µM]	0%[88.5 µM]
30	-16%[172 µM]	13%[87.6 µM]	-8%[88.5 µM]

# Other structures follow.
No.	Structure	FLuc inh	SNCA expr inh	IP6K1 inh	NIH3T3 tox
31	N#Cc1ccc(N2CCN(C(=O)CCc3ccncc3)CC2=O)cc1	2%	5%	2	0%
32	CCn1cc(S(=O)(=O)N2CCC(Oc3ccccc3-c3nc(C)no3)C2)cn1 (stereo not given)	·	-15%	-6	0%
33	CCCc1nnc(C[C@@H]2C[C@@H](C(C)C)[C@H](CN3CCN(c4ncccn4)CC3)C=C2C)o1	3%	-26%	-8	?
34	CNC(=O)c1cc(C)nc2onc(C3CCCN(C(=O)c4ccc(C(F)(F)F)cc4)C3)c12 (stereo not given)	·	·	3	-39%
35	CS(=O)(=O)N1CCC(C2CCN(C(=O)C3CCOCC3)C2)CC1 (stereo not given)	1%	-9%	3	-3%
36	COC(=O)c1ccc(CN2C(=O)[C@@H]3C[C@@H](O)CN3C3(CN(Cc4ccccc4)C3)C2=O)cc1	-3%	28%	-2	0%
37	CCc1ccc(C2=C(C)C(N3CCC(C(=O)NCCc4ccco4)CC3)=NS2(=O)=O)cc1	·	42%[activator]	13	·
38	CSCC(=O)Nc1ccc2n(c1=O)C[C@H]1C[C@@H]2CN(C(=O)c2ccc(-c3ccccc3)cc2)C1	-19%	1%	-3	-19%
39	COc1ccccc1NC(=O)C1=C(C)Nc2nc3ccccc3n2C1c1cccc(OC)c1OC (stereo not given)	·	3%	-13	·
40	CC(C)CC(=O)N1CCc2ccc(S(=O)(=O)N(C)Cc3nccs3)cc2C1	-6%	2%	5	?

No.	HEK293 tox	HEK293 viab	GPT2 inh
31	1%	0%	3%[11.5 µM]
32	1%	0%	4%
33	40µM*	-23%	i
34	?	·	·
35	i	1%[12.5 µM]	-10%
36	2%	-1%	i
37	·	5%	·
38	-24%	-3%	?
39	·	-9%	·
40	?	4%	0%

# Brought forward from above: three entries, followed by the next part.
No.	Structure	FLuc inh	SNCA expr inh	IP6K1 inh	NIH3T3 tox
38	CSCC(=O)Nc1ccc2n(c1=O)C[C@H]1C[C@@H]2CN(C(=O)c2ccc(-c3ccccc3)cc2)C1	-19%	1%	-3	-19%
39	COc1ccccc1NC(=O)C1=C(C)Nc2nc3ccccc3n2C1c1cccc(OC)c1OC (stereo not given)	·	3%	-13	·
40	CC(C)CC(=O)N1CCc2ccc(S(=O)(=O)N(C)Cc3nccs3)cc2C1	-6%	2%	5	?
41	F[C@@H]1CN(Cc2cccnc2)C[C@@H]1OCc1nc2ccc(C(F)(F)F)cc2[nH]1	-23%[172 µM]	32%[activator][87.6 µM]	-2	-36%[138 µM]
42	CN(C)C(=O)C1CCc2nnc(C3CCN([S+](=O)([O-])c4ccccc4)CC3)n21 (stereo not given)	·	17%	-4	i
43	Cc1nn(CC(=O)NCC(C)c2ccccc2)c(=O)c2cc3ccccc3n12 (stereo not given)	·	1%	24	·
44	COc1ccc(NC(=O)c2c(C)oc3ccc(O)c(CN4CCN(Cc5ccccc5)CC4)c23)cc1	·	?	1	·
45	Cc1ccc(O)c(Nc2nc3ccccc3c3nncn23)c1	·	-7%	17	·
46	CC1=C[C@@H](CNC(=O)c2ccc(F)cc2)[C@H](C(C)C)C[C@H]1CC(=O)N1CCN(C)CC1	-5%[172 µM]	1%[87.6 µM]	16	-15%[174 µM]
47	CC(=O)OC(C)(C)/C=C/C(=O)C(C)(O)C1C(O)CC2(C)C3CC=C(C(C)(C)C(=O)O)C(CC(=O)O)C3(C)C(=O)CC12C (stereo not given)	·	·	4	·
48	CC(C)NC[C@H]1Cn2c(-c3cccc(Cl)c3)cnc2CO1	-4%[172 µM]	-3%[87.6 µM]	24	-22%[138 µM]
49	CCOC(=O)c1ccc2c(c1)N(Cc1cccc(C(F)(F)F)c1)C(=O)c1ccccc1S2(=O)=O	·	11%	32	·
50	CCOc1ccccc1C1NC(=O)N(CC(=O)Nc2ccc(OC)cc2)C2=C1C(=O)OC2 (stereo not given)	-5%	-27%	4	-10%

No.	HEK293 tox	HEK293 viab	GPT2 inh
38	-24%	-3%	?
39	·	-9%	·
40	?	4%	0%
41	?	8%[87.6 µM]	-2%[88.5 µM]
42	i	3%	-4%
43	·	-3%	·
44	·	?	·
45	·	10%	·
46	?	-3%[87.6 µM]	0%[88.5 µM]
47	·	5%[23.9 µM]	i
48	-14%[172 µM]	-1%[87.6 µM]	i
49	·	-4%	·
50	1%	0%	-5%

# (cont.)
No.	Structure	FLuc inh	SNCA expr inh	IP6K1 inh	NIH3T3 tox
51	CCOCCCNC(=O)C1CCc2ncc(-c3ccsc3)n2C1 (stereo not given)	5%	?	19	-12%
52	COc1ccccc1CNC(=O)c1cc2c(s1)CCN(C(=O)c1ccccc1)C2	-12%	?	1	?
53	Cc1nc2ccccn2c(=O)c1NC(=O)c1ccc(F)c(F)c1	·	7%	26	·
54	Cn1cnc(C(=O)N2CCCN(S(=O)(=O)c3ccccc3)CCC(=O)NCC2)c1	-3%	-12%	7	-3%
55	CN1CCN([C@@H]2[C@H](O)[C@H](CO)O[C@@H]2CNS(=O)(=O)c2ccccc2)CC1	-1%	-1%	9	i
56	Cc1ccc(NC(=O)/C(C#N)=C/c2ccc(C(C)C)cc2)cc1C	·	30%	-6	·
57	COCCc1nncn1C1CCN(S(=O)(=O)c2cccc(F)c2)CC1	6%	5%	0	-5%

No.	HEK293 tox	HEK293 viab	GPT2 inh
51	0%	3%	i
52	?	3%	i
53	·	3%	·
54	0%	2%	i
55	-1%	8%	0%
56	·	?	·
57	0%	13%	-7%
